Compound activity from PubChem BioAssay.
KCC2 mod: KCC2 (human) Cl- transport modulation | AID 1456 | hit rate 2.2% among 190,000 | B-score of Tl+ flux slope (higher = more flux/activation; lower = inhibition) at 10 µM | KCC2 cells, thallium flux FluoZin-2 fluorescence;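 active means thallium flux slope and its plate-corrected score both differing from the plate sample mean at a set confidence after two filtering rounds, in either direction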;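 further: slope of fluorescence scaled to starting intensity during 10 to 20 s after thallium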
EBV gp42 inh: inhibitors of Epstein-Barr virus glycoprotein 42 | inhibition, % (tested at 21.74 µM) | Fluorescence polarization binding assay, mP read-out | AID 1085 | Q1HVG2 | hit rate 0.42% among 220,000; in the data active means inhibition above about 50%
Target sequence (Q1HVG2 whole entry, looked up): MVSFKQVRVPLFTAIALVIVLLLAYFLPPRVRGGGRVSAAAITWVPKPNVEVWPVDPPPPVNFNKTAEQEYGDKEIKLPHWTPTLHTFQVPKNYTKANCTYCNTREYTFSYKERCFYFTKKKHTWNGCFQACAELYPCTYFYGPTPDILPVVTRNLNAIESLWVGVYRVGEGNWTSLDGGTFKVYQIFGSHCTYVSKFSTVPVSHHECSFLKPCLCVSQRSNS
MDM2 E3 inh: inhibitors of human Mdm2 E3 ubiquitin ligase; hit rate 0.11% among 210,000; cell-based MDM2 ubiquitination luciferase reporter, 2 h; 0 = plate control, 100 = twice control, blank-subtracted; signal enhancement, % at 5 µM;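 active means signal enhancement of 30% or more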;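 further: luminescence tracks abundance of the self-degrading MDM2-luciferase fusion protein; higher signal means inhibition of MDM2 E3 ligase activity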
Target sequence (Q00987 whole entry, looked up, the tested form may be a part): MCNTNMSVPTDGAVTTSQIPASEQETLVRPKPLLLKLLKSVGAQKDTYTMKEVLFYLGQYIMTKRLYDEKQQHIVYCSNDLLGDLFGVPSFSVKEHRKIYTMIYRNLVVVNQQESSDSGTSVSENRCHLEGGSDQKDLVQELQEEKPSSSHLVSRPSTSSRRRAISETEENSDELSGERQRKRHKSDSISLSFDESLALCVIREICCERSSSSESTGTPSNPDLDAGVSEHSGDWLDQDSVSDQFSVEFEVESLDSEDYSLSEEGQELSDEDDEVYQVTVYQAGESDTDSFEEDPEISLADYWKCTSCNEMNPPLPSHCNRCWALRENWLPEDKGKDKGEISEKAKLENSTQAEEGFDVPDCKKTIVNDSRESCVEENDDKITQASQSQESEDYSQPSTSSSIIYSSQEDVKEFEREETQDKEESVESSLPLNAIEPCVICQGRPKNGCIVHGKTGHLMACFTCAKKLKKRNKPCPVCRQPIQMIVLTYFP
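Assay system: stable mammalian line carrying autodegrading MDM2–luciferase fusion reporter; Input: 2000 cells in each well; Compound dosing: single-point 5 µM; Schedule: 2 h compound exposure at 37 °C; Signal: SteadyLite luciferase luminescence after 15 min room-temperature reagent incubation; Evaluation: % luminescence enhancement versus blank-corrected plate control mean; Benchmarks: plate controls and plate blanks.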
Rad51 HR inh: blocks human Rad51 in homologous recombination. AID 1385. hit rate 0.085% among 200,000. inhibition, % at 10 µM. Q06609. hRad51 DNA strand exchange, fluorescence dequenching;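 active means inhibition above 40% at the single screening dose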;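 further: 0% = DMSO control wells and 100% = blanks with heterologous ssDNA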
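material = hRad51 filaments on single-stranded DNA | timing = filaments 15 min 37 °C, then compound 30 min | signal = FRET fluorescence dequenching, excitation 485 nm, emission 520 nm | benchmarks = control wells and blank wells on each plate | evaluation = percent inhibition relative to plate controls and blanks | compound = 10 µM final, single point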
TNF necrop inh: blocks TNF-alpha induced death of Jurkat FADD-/- cells; hit rate 0.068% among 220,000; Jurkat FADD-/- TNF necroptosis rescue, ATP luminescence, 24 h; 0 = TNF only, 100 = no-TNF cells; activation (protection from cell death), % at 10 µM; AID 463075;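 active means activation, meaning protection from cell death, of at least 50% relative to plate controls; inactive means activation below 50%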;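 further: necroptosis triggered by 40 ng/mL TNF-alpha added together with compound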
zVAD death inh: L929 zVAD cell death inhibition | L929 zVAD necroptosis rescue, ATP luminescence, 24 h; with zVAD 60 µM | viability rescue, % at 10 µM | hit rate 0.38% among 220,000 | AID 1377;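 active means activation, scaled between plate controls, above about 75%, limit read from the data; inactive means activation under that limit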;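 further: 0% = zVAD with DMSO and 100% = DMSO alone without zVAD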
eIF4E-4G inh: blocks eIF4E binding to eIF4G | P63073+Q04637 | TR-FRET eIF4E-eIF4GI(517-606) binding, 2 h | inhibition, % at 21.7 µM | hit rate 0.37% among 220,000 | AID 782;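 active means inhibition above about 30%, limit read from the data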;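 further: 0% = full FRET control wells and 100% = background wells lacking eIF4GI fragment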
m-calpain inh: blocks pig calpain II enzyme activity | purified calpain II, fluorogenic peptide substrate, 30 min | inhibition, % at 16 µM | hit rate 0.37% among 220,000 | AID 1236;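 active means inhibition above about 50%, limit read from the data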
PERK inhibitor: human PERK inhibition, primary cell-based screen; Q9NZJ5; CHO PERK-DD fusion, SEAP luminescence translation reporter; inhibition, % at 5.6 µM; hit rate 0.17% among 220,000;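 active means inhibition above the mean inhibition of all tested compounds plus 3 SD, set separately per screening campaign, cut at about 2.9% in these data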;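 further: PERK kinase domain activated by AP20187 dimerizer at 100 nM; 0% = DMSO with dimerizer and 100% = rapamycin at 8.4 µM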
* hit, by the source's call; i = inactive; nt = not tested or not shown; [ ] = another dose, or the depositor's remark.

1. O=C1c2ccccc2S(=O)(=O)N1CCOc1ccc(F)cc1
2. C=C1C(=O)C=C2CN(C(=O)c3ccccc3)[C@@](Cc3ccc(F)cc3)(C(=O)OC)[C@@H]12
3. Cc1ccc(OCC(=O)Nc2ccc3c(c2)nc2n3CCOC2)cc1
4. O=C(CSc1nnnn1-c1cccc(C(=O)O)c1)NC(c1ccccc1)c1ccccc1
5. CCNc1cc(N2CCOCC2)nc(SC)n1
6. O=S(=O)(c1ccc(F)cc1)c1nc(-c2ccc(F)cc2)oc1NCCN1CCOCC1
7. COc1coc(C(O)C[N+](=O)[O-])cc1=O (stereo unspecified)
8. O=C(/C=C/c1ccc(F)cc1)NC(=S)N1CCN(c2ccccn2)CC1
screen / no.	1	2	3	4	5	6	7	8
KCC2 mod	0.038	-1.1	nt	0.88	-0.8	-0.043	0.41	21*
EBV gp42 inh	-10	-2	-15	-4	-6	8	-19	-13
MDM2 E3 inh	-14	nt	-9	nt	-60	-9	4	8
Rad51 HR inh	-4	-5	-7	nt	5	18	3	-18
TNF necrop inh	-10	-21	-0.6	0.1	-1.5	1.6	-0.7	-0.8
zVAD death inh	0.1	49	1.4	0.7	0.8	-0.5	0.8	0.8
eIF4E-4G inh	-6	-5	3	1	2	2[fluorescence artefact?]	15	2
m-calpain inh	-28	-41	-24	20	6	3	7	-6
PERK inhibitor	-0.8	-0.9	1.2	0.5	0.8	-1.2	0.8	-0.7

9. COc1ccc(CCNC(=O)C/C(C)=N/NC(=O)C2CCCCC2)cc1OC
10. CCN(C(=O)CSC1=Nc2ccccc2C2CC=NN12)C1CCS(=O)(=O)C1 (stereo unspecified)
11. CCNc1nc(NC(C)(C)C)nc(SCC(N)=O)n1
12. O=C(Nc1cccc2ccccc12)C1CCN(C(=O)Cc2ccccc2)CC1
13. CCOC(=O)N1CCC(NC(=O)C2CCN(S(=O)(=O)c3c(C)noc3C)CC2)CC1
14. COc1ccc2c(c1)O[C@@H](c1ccc3c(c1)OCO3)[C@H](OC(=O)Nc1cc(OC)c(OC)c(OC)c1)C2=O
15. CC(=O)Nc1nonc1NC(C)=O
16. Cc1cccc(N2CC(C(=O)OCC(=O)c3ccc(OC(=O)c4cccs4)cc3)CC2=O)c1C (stereo unspecified)
screen / no.	9	10	11	12	13	14	15	16
KCC2 mod	0.64	nt	0.13	-0.24	-0.02	3	nt	0.2
EBV gp42 inh	-12	0	13	0	-14	1	-3	1
MDM2 E3 inh	1	11	-11	-3	-26	nt	-9	-5
Rad51 HR inh	14	nt	-3	4	-11	3	5	2
TNF necrop inh	1.5	0.2	-0.7	2.4	0.6	-4.1	0.5	-1.5
zVAD death inh	-0.4	0.6	0.0	0.8	0.0	-1.0	0.5	0.0
eIF4E-4G inh	21	1	1	-3	11	5	1	0
m-calpain inh	-8	-27	-12	-20	-6	-75	-3	-27
PERK inhibitor	1.6	1.4	0.8	-0.9	-0.3	-0.6	1.2	0.6

17. Cc1cccc(NC(=S)NCc2ccc3c(c2)OCO3)c1C
18. CC(C)Cc1cc(C(=O)Nc2cccc(O)c2)no1
19. Cc1nc(-n2cc(F)c(=O)[nH]c2=O)c2nc(C)oc2n1
20. COc1ccc(/C=N/NC(=O)c2nc(-c3ccccc3)cc(-c3ccccc3)n2)cc1
21. COc1cc(/C=N/NC(=O)c2cc(C)oc2C)ccc1O
22. COCCOC(=O)c1ccc(NC(=O)COc2ccc([N+](=O)[O-])cc2)cc1
23. O=C(C1=NN(c2ccccc2)C2C(=O)N(c3cccc(Cl)c3)C(=O)C12)c1ccccc1 (stereo unspecified)
24. CCNC(=S)N=Nc1c(O)n(Cc2ccc(Cl)cc2)c2ccccc12
screen / no.	17	18	19	20	21	22	23	24
KCC2 mod	0.045	0.012	-0.22	0.7	0.47	0.084	i	14*
EBV gp42 inh	-13	-7	2	-9	-15	-3	74*	-10
MDM2 E3 inh	-3	-72	-13	-22	-20	0	nt	-8
Rad51 HR inh	-2	nt	-8	-4	8	7	nt	nt
TNF necrop inh	-8.7	-1.1	0.4	-16	-1.4	1.7	-0.3	2.4
zVAD death inh	-1.5	0.3	-0.2	1.1	1.0	1.7	0.7	-0.2
eIF4E-4G inh	3[fluorescence artefact?]	2	1	4	0	4	10	-2
m-calpain inh	8	-4	2	-115	-21	-25	-84	-2
PERK inhibitor	0.6	0.2	0.8	-0.7	2.6	1.6	-0.7	0.0

25. COc1ccc(-n2c(C)cc(/C=C3\SC(=S)N(Cc4ccco4)C3=O)c2C)cc1
26. CCOc1ccc(C2=NNC(c3cccs3)=Nc3ccc(OC)cc32)cc1OCC
27. O=C(NNC(=S)Nc1ccccc1Cl)C1CC1
28. Cc1ccc(NC(=O)CSc2nc3ccccc3c3nc4ccccc4n23)cc1
29. CC(NS(C)(=O)=O)C(c1cccs1)N1CCN(c2ccc(F)cc2)CC1 (stereo unspecified)
30. COc1ccc(N(C(C)C(=O)Nc2cccnc2)S(C)(=O)=O)cc1 (stereo unspecified)
31. CCOC(=O)c1c(NC(=O)Cn2nnc(-c3ccc(Cl)cc3)n2)sc(C)c1C
32. CN(C(=O)c1ccncc1)c1nnc(-c2cnccn2)s1
screen / no.	25	26	27	28	29	30	31	32
KCC2 mod	1.2	-0.056	0.98	nt	0.41	0.42	1.2	-0.032
EBV gp42 inh	80*	-9	1	-22	0	8	-18	1
MDM2 E3 inh	-2	-5	-5	-13	12	-13	-3	-8
Rad51 HR inh	-60	-2	0	2	3	-5	-3	-11
TNF necrop inh	0.6	1.8	2.0	-16	0.7	0.1	-0.8	-0.2
zVAD death inh	4.0	-1.0	0.4	0.0	1.7	7.2	-0.2	-0.4
eIF4E-4G inh	-1	0	-4	-13[fluorescence artefact?]	-2[fluorescence artefact?]	-5	7	0
m-calpain inh	-11	-34	-8	-83	16	-4	18	-40
PERK inhibitor	0.4	-1.1	0.2	0.5	-0.3	0.4	-0.8	-0.2

3 entries from above in a different format:
| # | mol | KCC2 mod | EBV gp42 inh | MDM2 E3 inh | Rad51 HR inh | TNF necrop inh | zVAD death inh | eIF4E-4G inh | m-calpain inh | PERK inhibitor |
| --- | --- | --- | --- | --- | --- | --- | --- | --- | --- | --- |
| 32 | CN(C(=O)c1ccncc1)c1nnc(-c2cnccn2)s1 | -0.032 | 1 | -8 | -11 | -0.2 | -0.4 | 0 | -40 | -0.2 |
| 31 | CCOC(=O)c1c(NC(=O)Cn2nnc(-c3ccc(Cl)cc3)n2)sc(C)c1C | 1.2 | -18 | -3 | -3 | -0.8 | -0.2 | 7 | 18 | -0.8 |
| 29 | CC(NS(C)(=O)=O)C(c1cccs1)N1CCN(c2ccc(F)cc2)CC1 (stereo unspecified) | 0.41 | 0 | 12 | 3 | 0.7 | 1.7 | -2[fluorescence artefact?] | 16 | -0.3 |

(continued)
33. CCOC(=O)N1CCC2(CC1)C(C#N)=C(N)OC1=C2C(=O)CC(C)C1 (stereo unspecified)
34. CCOC(=O)c1c(NC(=O)CSc2nnnn2C)sc(C(=O)N(C)C)c1C
35. CC(C)N(C(=O)CSc1nnc(CNc2ccc(F)cc2)o1)C(C)C
36. CCCCN(C)CCn1c(=S)[nH]c2cc(OCC)c(OCC)cc2c1=O
37. O=C(Nc1cccnc1)c1cc(-c2ccco2)on1
38. O=C(Nc1ccc(Cl)cc1)c1cc2c(cc1O)[nH]c1ccccc12
39. Cc1cccc(C)c1N1C(=O)CC(N(O)c2ccccc2)C1=O (stereo unspecified)
40. Cc1sc2ncnc(SCC(=O)NNC(=O)c3ccco3)c2c1C
screen / no.	33	34	35	36	37	38	39	40
KCC2 mod	0.25	0.71	-1.3	0.31	nt	0.63	nt	1.8
EBV gp42 inh	13	-4	-9	-5	0	-3	12	-8
MDM2 E3 inh	-2	-3	-2	-3	-1	nt	-19	-93
Rad51 HR inh	6	2	1	0	3	nt	-1	-6
TNF necrop inh	-3.7	0.5	0.9	3.2	-0.8	-8.3	-0.1	-0.8
zVAD death inh	0.1	0.5	nt	-0.2	0.8	0.8	-0.1	0.8
eIF4E-4G inh	7	1	0	-1	-3	2	nt	1
m-calpain inh	-11	-2	20	-14	3	-63	34	24
PERK inhibitor	1.5	0.5	-0.4	-0.4	0.4	1.8	-0.1	-0.7

41. O=C(O)CN1C(=O)/C(=C/c2ccsc2)SC1=S
42. Cc1cc(C(=O)COC(=O)c2ccc(O)cc2)c(C)n1-c1ccccc1F
43. CC(C)C(=O)Nc1ccc(Cc2ccc(NC(=O)C(C)C)c(O)c2)cc1O
44. Cc1cc(C)cc(Nc2ncc3c(n2)CCCC3=O)c1
45. Cc1ccc(N/C=C/C(=O)c2ccco2)c(O)c1
46. O=C(Nc1ccccc1)c1ccc(CN2CCC(Cc3ccccc3)CC2)cc1
47. Cc1ccc(NC(=O)CC2S/C(=N/c3nccs3)N(C)C2=O)cc1C (stereo unspecified)
48. COC(=O)c1ccc2c(=O)n(-c3ccccc3)c(SCN3C(=O)c4ccccc4C3=O)nc2c1
49. O=c1c(Cl)c(N2CCN(c3ccccc3)CC2)cnn1C12CC3CC(CC(C3)C1)C2
50. O=C(O)C1[C@H]2C(=O)N(Cc3cccs3)C[C@]23C=C[C@H]1O3 (stereo partly specified)
51. COc1ccccc1N1CCN(C(=O)c2cc(-c3ccc(Cl)c(Cl)c3)on2)CC1
screen / no.	41	42	43	44	45	46	47	48	49	50	51
KCC2 mod	-0.2	-0.011	-3.2	0.26	-0.042	-0.35	1.5	1.6	0.023	-0.011	0.094
EBV gp42 inh	-6	5	1	-10	-20	nt	-22	1	9	2	-10
MDM2 E3 inh	2	-38	-3	-60	-35	nt	-6	-10	7	-16	-3
Rad51 HR inh	20	4	3	16	nt	-8	-2	6	21	-8	0
TNF necrop inh	0.8	-1.9	0.2	-1.2	-0.3	-6.4	-0.7	5.0	2.7	-0.1	-0.5
zVAD death inh	7.5	15	0.8	-0.2	1.5	-0.1	-0.6	0.7	1.9	0.0	-0.5
eIF4E-4G inh	1	-3	3	-9	-6	nt	-1[fluorescence artefact?]	2	3	-8	-1
m-calpain inh	11	-1	-5	-14	-15	nt	-3	-51	21	-11	7
PERK inhibitor	0.7	0.1	-0.8	-0.1	1.6	1.3	0.3	-0.3	-1.4	0.6	0.4
